# TSG101-PTAP inh: qHTS Validation Assay for Inhibitors of HIV-1 Budding by Blocking the Interaction of PTAP/TSG101: Sytravon Library Screen. Fluorescence polarization, FITC-PTAP peptide/Tsg101, 20 min. Potency, µM (series often up to 115 µM), for inactives: top-dose activity change, negative = inhibition, hits mostly inhibitors. 44,000 tested, under 10 active. Tumor susceptibility gene 101 protein (Homo sapiens), Q99816; further: potency means the concentration at half of the fitted maximal effect; 0% is about no effect
# Target sequence (Q99816 whole entry, looked up): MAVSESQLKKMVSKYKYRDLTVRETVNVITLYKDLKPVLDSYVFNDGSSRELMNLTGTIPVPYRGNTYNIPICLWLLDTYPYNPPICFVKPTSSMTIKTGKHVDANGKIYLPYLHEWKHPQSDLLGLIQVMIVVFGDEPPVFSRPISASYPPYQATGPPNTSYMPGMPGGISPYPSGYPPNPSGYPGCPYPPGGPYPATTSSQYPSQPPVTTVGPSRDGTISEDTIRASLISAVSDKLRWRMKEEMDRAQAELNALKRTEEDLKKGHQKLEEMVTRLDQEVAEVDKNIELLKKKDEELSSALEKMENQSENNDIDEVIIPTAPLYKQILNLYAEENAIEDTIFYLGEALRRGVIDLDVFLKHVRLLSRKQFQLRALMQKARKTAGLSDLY
#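 Fluorescence polarization: Tsg101 binding domain (10 uM final) in 10 mM HEPES pH 7.5, 0.15 M NaCl, 0.01% Tween 20, 3 mM EDTA, 0.1 mM TCEP; compounds pinned; FITC-PTAP peptide 50 nM final; 20 min, r.t.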
# NTMT1 inh: Primary qHTS for Inhibitors of N-terminal methyltransferase 1 (NTMT1): MTaseGlo Assay. 2.5% of 59,000 active. N-terminal Xaa-Pro-Lys N-methyltransferase 1 (Homo sapiens), Q9BV86. Potency, µM (titrated, usually from 114 µM), without a hit: at the top dose activity change, negative = inhibition, most hits filed as inhibitors. NTMT1 MTase-Glo SAH luminescence, purified enzyme;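 further: potency means the concentration at half of the fitted maximal effect; plate controls were DMSO vehicle for no effect and no enzyme for full effect; nearly all actives have a fitted effect of over 65% in size; many of its hits are not listed in these tables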
# p53null 32C tox: qHTS Screen for Compounds that Selectively Target Cancer Cells with p53 Mutations: Cytotoxicity of p53 Null Cells at the Permissive Temperature; H1299-neo p53 null cells, ATP luminescence, 24 h, 32C; 0.62% of 55,000 active; AID 903, 2007; Potency, µM (highest dose often 46.1 µM), for the others: at the highest dose activity change, negative = cytotoxicity, usual class: cytotoxic;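 further: potency means the concentration at half of the fitted maximal effect; 0% = DMSO only and -100% = full killing by 100 µM tamoxifen; nearly all actives have a fitted effect of over 55% in size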
#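 H1299-neo, 600 cells/well; overnight 37C; cpd up to 46 uM, 24 h at 32C; ATPlite luminescence after 20 min RT; normalized to DMSO (0%) and tamoxifen 100 uM (100% kill); Hill-fit AC50.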
# B2AR arrestin ag: qHTS assay of beta-arrestin-biased ligands of beta2-adrenergic receptor: NCGC Sytravon Library Screen. HTLA Tango cells, beta-arrestin recruitment, luciferase luminescence, 18 h. 44,000 tested, under 10 active. Potency, µM (titrated, usually from 46.1 µM), for the others: at the highest dose activation, actives largely listed as activators. AID 1347077, 2019;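 further: potency means the concentration at half of the fitted maximal effect; 0% = DMSO and full agonism = EC100 isoproterenol or metaproterenol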
#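 Receptor–beta-arrestin recruitment read by tTA-responsive luciferase: compound titrations (up to 46 µM) incubated 18 h with Tango cells, then luminescent substrate 15 min at room temperature. Concentration-response fits classified by r2, efficacy and activity.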
# FH mod: Identification of activators of human fumarate hydratase by quantitative high-throughput screening; Fumarate hydratase, mitochondrial (Homo sapiens), P07954; FH coupled MDH/diaphorase resazurin fluorescence, 15 min; Potency, µM (highest dose often 79.9 µM), without a hit: at the top dose activity change, negative = inhibition, usual class: inhibitors; 0.22% of 54,000 active; further: potency means the concentration at half of the fitted maximal effect; on the % scale 0 is the no-effect control and ±100 the full control effect; the screen sought activators but most active calls are inhibition curves; nearly all actives have a fitted effect of over 45% in size
# Target sequence (P07954 whole entry, looked up): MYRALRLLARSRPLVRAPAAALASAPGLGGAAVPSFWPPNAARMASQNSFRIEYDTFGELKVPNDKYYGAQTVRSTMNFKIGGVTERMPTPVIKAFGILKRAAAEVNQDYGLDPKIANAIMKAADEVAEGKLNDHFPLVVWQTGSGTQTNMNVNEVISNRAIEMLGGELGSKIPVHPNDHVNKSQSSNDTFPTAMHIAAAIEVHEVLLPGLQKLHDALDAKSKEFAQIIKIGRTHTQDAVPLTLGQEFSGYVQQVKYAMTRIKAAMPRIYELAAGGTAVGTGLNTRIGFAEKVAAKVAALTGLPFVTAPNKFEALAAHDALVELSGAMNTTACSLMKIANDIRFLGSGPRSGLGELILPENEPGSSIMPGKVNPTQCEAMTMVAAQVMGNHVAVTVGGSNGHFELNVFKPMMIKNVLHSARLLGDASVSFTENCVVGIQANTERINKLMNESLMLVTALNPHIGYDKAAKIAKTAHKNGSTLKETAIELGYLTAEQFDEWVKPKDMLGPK
# GALK inh: qHTS Assay for Inhibitors of Human Galactokinase (GALK): NCGC Sytravon Library Screen; P51570; recombinant GALK, Kinase-Glo ATP luminescence, 1 h; Potency, µM (doses to about 57.5 µM), inactives show top-dose activity, negative = inhibition, actives largely listed as inhibitors; 44,000 tested, under 10 active; AID 1347072, 2019;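 further: plate controls were full GALK reaction for no effect and reaction lacking GALK for full effect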
#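 5 nM GALK; 35 uM ATP; 100 uM D-galactose; 20 mM HEPES pH 8.0, 5 mM MgCl2, 60 mM NaCl, 1 mM DTT, 0.01% BSA; 1 h RT; Kinase-Glo Plus luminescence.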
# p53null 39C kill: qHTS Screen for Compounds that Selectively Target Cancer Cells with p53 Mutations: Cytotoxicity of p53 Null Cells at the Nonpermissive Temperature; Potency, µM (top dose mostly 46.1 µM), for the others: top-dose activity, negative = cell killing, actives largely listed as cytotoxic; H1299 p53-null (neo) cells, 39C, ATPlite viability, 24 h; 0.97% of 55,000 active;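 further: potency means the concentration at half of the fitted maximal effect; 0% = DMSO only and -100% = full killing by 100 µM tamoxifen; nearly all actives have a fitted effect of over 50% in size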
#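 Luminescent ATP signal reported cell survival after H1299 lines (neo, p53 null; or p53 A138V) received up to 46 uM compound and 24 hr incubation at 39C.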
# * marks the source's active call; other numbers are inactive results; ? = inconclusive; . = not tested or not shown; [ ] = dose if it differs, or a comment. The call rests on the fitted dose curve; in most records, active means well fitted curve in the direction sought with a large enough effect; inconclusive means small, poorly fitted or top-dose-only effect, or another doubt; inactive means no such curve, though single readings can be large; an effect the other way counts as inactive or inconclusive.
item	Compound	TSG101-PTAP inh	NTMT1 inh	p53null 32C tox	B2AR arrestin ag	FH mod	GALK inh	p53null 39C kill
1	COc1ccc2c(c1)c1c(c(=O)n(CCc3ccccc3)c(=O)n1Cc1ccccc1)n2C	-3%	14%	6%	1%	5%	1%	9%
2	CCOC(=O)C1CCCN(C(=O)c2cc3c(=O)n(C)c4ccccc4c3s2)C1 (stereo unspecified)	-5%	5%	-9%	0%	?	0%	-14%
3	Cc1ccc(-n2ncc(C(=O)NCCc3ccccc3)c2C2CCN(C(=O)OC(C)(C)C)CC2)c(C)c1	-6%	-6%	21%	1%	-19%	-2%	44%[activator]
4	Cc1ccc(C(=O)Nc2nc3n(n2)C(c2ccc(F)cc2)C=C(c2ccccc2)N3)cc1 (stereo unspecified)	1%	22%	-5%	-3%	2%	-12%	-9%
5	Cc1cccc2sc(N(Cc3cccnc3)C(=O)C3COc4ccccc4O3)nc12 (stereo unspecified)	-5%	-12%	1%	-4%	5%	1%	29%
6	CCc1ccccc1NC(=O)CC(C)n1nc(C)cc1C (stereo unspecified)	0%	9%	3%	0%	-13%	1%	-5%
7	CC(=O)Nc1ccc(S(=O)(=O)N2CCC(n3c(C(F)(F)F)nc4cccnc43)CC2)cc1	-6%	.	-9%	0%	.	1%	-10%
8	COc1cccc(-c2nnc3n(Cc4ccc(F)cc4)c(=O)c4ccccc4n23)c1	-1%	-1%	2%	-2%	-19%	?	34%[activator]
9	Cc1ccc(CNC(=O)CSc2nc3n[nH]c(C)c3c(=N)n2-c2cccc(C)c2)cc1	0%	-22%	-1%	4%	-13%	-1%	8%
10	CC(=O)N1CCC(N(Cc2ccc(C)o2)C(=O)Nc2ccc(C)cc2)CC1	-1%	14%	-12%	-1%	4%	-6%	-10%
11	CC(=O)c1cccc(NC(=O)CSc2nnc3ccc(-c4ccc(Cl)cc4)nn23)c1	0%	-4%	-3%	-3%	-15%	-2%	-10%
12	Cc1ccc(CN2C(=O)N(c3ccc(F)cc3)C(=O)C2CC(=O)Nc2ccc(Cl)cc2)cc1 (stereo unspecified)	1%	5%	-13%	1%	-16%	6%	-21%
13	Cc1c(C(=O)N(Cc2ccco2)Cc2ccccc2Cl)oc2ccc(F)cc12	1%	-7%	-6%	1%	-10%	-12%	23%
14	CC1(C)CC(=O)c2c(oc3c(Cl)cc(NS(=O)(=O)c4ccc(Cl)cc4)cc23)C1	-2%	.	1%	0%	.	-1%	-19%
15	O=C(Nc1c2c(nn1-c1ccc(Cl)cc1)CS(=O)(=O)C2)c1cccc(F)c1	-8%	2%	-1%	1%	13%	?	4%
16	Cc1cc(C)c(NC(=O)CSc2nccn2Cc2ccco2)c(C)c1	-2%	5%	?	1%	3%	2%	20%
17	CCOC(=O)Cn1c(=O)oc2cc(S(=O)(=O)NCc3ccc(F)cc3)ccc21	1%	-11%	-3%	-1%	-10%	1%	-2%
18	COc1ccc(CC(=O)N2CCc3cc(OC)c(OC)cc3C2COc2ccc(F)cc2)cc1 (stereo unspecified)	-3%	3%	9%	3%	-20%	-1%	21%
19	CC1=C(C(=O)Nc2ccc(C)cc2C)C(c2ccc[nH]2)n2ncnc2N1 (stereo unspecified)	2%	19%	-4%	-1%	-13%	-4%	21%
20	COc1cc(CN2CCN(S(=O)(=O)c3ccc(F)cc3)CC2)cc(OC)c1OC	1%	1%	-8%	1%	-17%	-2%	4%
21	Cc1ccc(C(=O)NCC(c2ccco2)S(=O)(=O)c2ccccc2)cc1C (stereo unspecified)	-1%	-6%	3%	-1%	1%	2%	?
22	CCOC(=O)c1c(C)oc2ccc(N(C(=O)c3ccncc3)S(=O)(=O)c3ccc(F)cc3C)cc12	4%	3%	32%[activator]	1%	-25%	1%	21%
23	Cc1nc(-c2ccccc2)sc1CCNC(=O)C(=O)Nc1ccc2c(c1)OCCO2	1%	0%	-10%	1%	-23%	3%	13%
24	Cc1ccc(S(=O)(=O)c2nnn3c2nc(NCc2ccc(F)cc2)c2sccc23)cc1C	1%	15%	-5%	1%	5%	0%	-15%
25	COc1ccc(-c2c(C#N)c(SCC(=O)Nc3ccc(C)c(C)c3)nc(C)c2C(=O)Nc2ccccc2)cc1OC	0%	9%	3%	1%	-9%	0%	-14%
26	Cc1cc2n(n1)CCCN2C(=O)Nc1cccc(C)c1C	-3%	4%	1%	0%	10%	0%	-4%
27	O=C(c1ccccc1Br)N(Cc1ccco1)Cc1ccco1	-9%	-2%	-8%	-1%	-3%	1%	-2%
28	CCc1ccc(NC(=O)CC2C(=O)N(c3cccc(OC)c3)C(=O)N2C2CCCC2)cc1 (stereo unspecified)	2%	.	-2%	0%	.	2%	9%
29	O=C(NCc1ccccc1)C(=O)Nc1c2c(nn1-c1ccccc1)CSC2	1%	16%	-10%	-3%	4%	-1%	2%
30	COc1ccc(Nc2c(-c3ccco3)nc3cccc(C)n23)cc1	1%	-18%	9%	-2%	-10%	5%	-7%
31	CCOc1ccc(N(CC)C(=O)CCc2nc(-c3ccccc3F)no2)cc1	1%	2%	-1%	-1%	-3%	3%	-10%
32	COCCN1C(=O)c2oc3ccc(C)cc3c(=O)c2C1c1ccc(C(=O)OC)cc1 (stereo unspecified)	-12%	-2%	2%	0%	7%	3%	-9%
33	COc1ccc(N2CCN(CCCNC(=O)Nc3ccccc3Cl)CC2)cc1	0%	2%	-11%	0%	-3%	-9%	3%
34	Cc1cccc(N2CCN(S(=O)(=O)c3ccc4oc(=O)c5ncn(C)c5c4c3)CC2)c1C	-3%	-3%	0%	1%	10%	4%	-12%
35	COc1ccc(C(=O)CC2(O)C(=O)N(CCc3ccccc3)c3ccc(Br)cc32)cc1OC (stereo unspecified)	-9%	6%	40%[activator]	-2%	?	0%	?
36	CCOc1ccc(NC(=O)CSC2=Nc3ccccc3C3=NC(CC(=O)NCc4ccc5c(c4)OCO5)C(=O)N23)cc1 (stereo unspecified)	1%	-7%	-10%	0%	-41%	2%	11%
37	COC(=O)c1cnn(-c2ccc(C(=O)Nc3cccc(C(C)=O)c3)cc2)c1N	1%	7%	-2%	-1%	9%	2%	-11%
38	CCOC(=O)c1cccc(NC(=O)Cn2ncc3c(=O)oc4ccccc4c32)c1	-3%	1%	5%	1%	0%	9%	33%[activator]
39	Cc1cccc(CNC(=O)Cn2ccc3cc(S(=O)(=O)N4CCCCCC4)ccc32)c1	0%	-1%	-10%	-1%	?	-2%	-16%
40	CN(C(=O)c1ccc2c(c1)N(Cc1cccc(Cl)c1)C(=O)c1ccccc1S2(=O)=O)C1CCCCC1	0%	0%	33%[activator]	0%	-25%	3%	14%
41	O=C(Cn1nc(-c2ccc(Cl)cc2)ccc1=O)NCc1ccccc1Cl	-2%	-20%	0%	0%	3%	-1%	22%
42	CC(=O)N1c2ccccc2C(=O)C1N1CCN(c2cccc(C)c2C)CC1 (stereo unspecified)	-6%	4%	3%	1%	-8%	0%	0%
43	CCn1cc(C(=O)NCCc2ccc(Cl)cc2)c(=O)c2cc(S(=O)(=O)N3CCOCC3)ccc21	-5%	2%	5%	1%	-9%	0%	-11%
44	Cc1ccccc1NC(=O)c1ccc2c(c1)c(C)c(C)n2Cc1ccccc1	-8%	5%	22%	0%	-7%	0%	-12%
45	Cn1c(=O)c2cc(C(=O)NC3CCCCCC3)sc2c2ccccc21	0%	?	?	1%	-21%	-2%	?
46	O=C(CSc1ncc(-c2ccccc2)[nH]1)Nc1ccc(F)cc1F	-6%	-17%	-8%	1%	-15%	-6%	-20%
47	CC1Cc2cc(S(=O)(=O)NCc3ccccc3)ccc2N1C(=O)C1CCC1 (stereo unspecified)	0%	?	7%	-1%	-10%	-3%	-4%
48	Cc1ccc(CNC(=O)c2cccc(Nc3nc4ccccc4n4nnnc34)c2)cc1	0%	3%	-12%	1%	-8%	0%	-23%
49	Cc1ccc(Cl)cc1-n1c(=O)cc(N2CCN(c3ccccc3)CC2)[nH]c1=O	-5%	-18%	5%	0%	1%	0%	22%
50	CCOC(=O)c1c(C)[nH]c(C)c1S(=O)(=O)N1CCN(c2ccccc2OC)CC1	-10%	8%	1%	0%	-14%	2%	-1%
51	COc1ccc(-c2cc(C(F)(F)F)nc(NCc3ccccc3)n2)cc1	0%	-4%	15%	1%	?	?	-6%
52	CCOC(=O)CSc1nc2cc3c(cc2c(=O)n1CCCCCC(=O)NCc1ccc(OC)cc1)OCO3	2%	-16%	-10%	-1%	-3%	2%	9%
53	CCN(Cc1ccccc1)Cc1c(O)ccc2c(=O)c(-c3ccc(Cl)cc3)c(C(F)(F)F)oc12	2%	12%	-2%	-2%	2%	2%	3%
54	CCCC(=O)N1CCN(c2nc3c(OC)ccc(C)c3s2)CC1	-6%	-4%	-11%	-4%	-6%	-2%	9%
55	COc1cc(-c2cc3n(C)c(C)c(CCC(=O)NCc4ccccc4)c(=O)n3n2)cc(OC)c1OC	2%	8%	-4%	0%	-7%	0%	8%
56	COc1ccc(S(=O)(=O)Cc2ccc(C(=O)N3CCN(c4cc(C)ccc4C)CC3)o2)cc1	1%	7%	-8%	1%	-35%	1%	25%
57	COC(=O)c1cc(S(=O)(=O)NCC2CCN(Cc3cccc(F)c3)CC2)cn1C	-13%	0%	-1%	-1%	-8%	-2%	-8%
58	CC(Sc1nc2c([nH]c3ccccc32)c(=O)n1-c1ccccc1)c1ccccc1 (stereo unspecified)	-1%	-5%	21%	5%	?	-2%	4%
59	COc1ccc(OC)c(NC(=O)CCNS(=O)(=O)c2ccc3c(c2)oc(=O)n3C)c1	-3%	-14%	?	-2%	-1%	-9%	-10%

# Looked up above.
# For FH mod, compound 57 is entered as -8%
# For NTMT1 inh, compound 16 is entered as 5%

# In the list so far, 2 have bromine.
item	Compound	TSG101-PTAP inh	NTMT1 inh	p53null 32C tox	B2AR arrestin ag	FH mod	GALK inh	p53null 39C kill
27	O=C(c1ccccc1Br)N(Cc1ccco1)Cc1ccco1	-9%	-2%	-8%	-1%	-3%	1%	-2%
35	COc1ccc(C(=O)CC2(O)C(=O)N(CCc3ccccc3)c3ccc(Br)cc32)cc1OC (stereo unspecified)	-9%	6%	40%[activator]	-2%	?	0%	?

# Screening results: PubChem, National Center for Advancing Translational Sciences (NCATS)

# An excerpt; count on the stated rates, not on these rows.
